Source: PubChem BioAssay (National Center for Advancing Translational Sciences (NCATS))
IMPase Li cell = IMPase inhibition in cells with lithium potentiation; CHO-M1 cells, IP1 TR-FRET (IP-One), carbachol + lithium; Potency, µM (highest dose often 59.4 µM), without a hit: top-dose activity, negative = IMPase inhibition, hits mostly inhibitors; actives 0.35% (n = 210,000); AID 1457;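 also: IP1 builds up when IMPase is blocked and the TR-FRET signal falls; plate controls were basal vehicle for no effect and high inhibitor control for full effect; nearly all actives have a fitted effect of over 50% in size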
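Test compounds were applied to CHO-M1 cells previously cultured for 16–30 h at 2000 per well. A small lithium amount accompanied them; after 30 min at 37C, IP1 was quantified by TR-FRET.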
GoLoco inh red = RGS12 GoLoco-Gai1 interaction inhibition; Gai1:RGS12 GoLoco peptide FP, rhodamine, 10 min; actives 0.44% (n = 230,000); P63096; Potency, µM (top dose mostly 61.6 µM), inactives show at the top dose activity, negative = inhibition, actives largely listed as inhibitors; active = well fitted inhibition curve with a large enough effect, not every such curve was filed as active; inactive = no such curve, though single readings can be large or run the other way; also: % is scaled to controls: 0 for no effect and ±100 for the full control effect; nearly all actives have a fitted effect of over 30% in size; many of its hits are not listed in these tables
Target sequence (P63096 whole entry, looked up): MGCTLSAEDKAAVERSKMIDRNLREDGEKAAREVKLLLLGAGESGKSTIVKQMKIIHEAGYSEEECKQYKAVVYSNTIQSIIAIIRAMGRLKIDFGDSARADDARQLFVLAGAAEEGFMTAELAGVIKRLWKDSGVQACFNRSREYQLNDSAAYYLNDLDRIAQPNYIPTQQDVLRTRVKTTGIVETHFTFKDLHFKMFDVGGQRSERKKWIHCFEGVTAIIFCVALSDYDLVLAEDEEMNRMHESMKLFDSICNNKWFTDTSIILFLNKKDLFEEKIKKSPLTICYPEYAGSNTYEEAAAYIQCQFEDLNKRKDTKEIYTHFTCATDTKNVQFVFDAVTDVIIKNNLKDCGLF
HTT ATP protect = cytoprotection in Huntington HTT-Q103 PC12 cell model; Potency, µM (doses to about 56.4 µM), for the others: cytoprotection (ATP increase), actives largely listed as activators; actives 0.14% (n = 230,000); AID 1471; PC12 HTT-Q103 induced, cytoprotection, ATP luminescence, 40 h;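 also: % of control where 0% means no effect; nearly all actives have a fitted effect of over 45% in size; toxic huntingtin expression switched on by the ecdysone agonist tebufenozide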
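Compounds added alongside 100 nM tebufenozide, which induces toxic Q103 huntingtin exon 1-GFP in stable PC12 cells; surviving cells quantified by luminescent ATP measurement. Medium: phenol red-free DMEM, 5% equine and 5% calf serum.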
HTT aggregate = reduces HttQ103-GFP aggregates in PC12 cells | PC12 HttQ103-GFP aggregates, Acumen cytometry, 40 h | Potency, µM (top dose mostly 46.1 µM), without a hit: at the top dose activity change, negative = inhibition, usual class: inhibitors | actives 1.1% (n = 220,000); also: % is scaled to controls: 0 for no effect and ±100 for the full control effect; nearly all actives have a fitted effect of over 60% in size
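Steps: seed 1500 PC12 HTTQ103-GFP cells/well; add tebufenozide, 100 nM final; add compound titration; add ATPLite reagent; quantify GFP aggregates by laser scanning cytometry.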
GAA glycogen = GAA glycogen-cleavage inhibition or activation | recombinant GAA, glycogen substrate, Amplex Red glucose oxidase fluorescence | actives 0.38% (n = 300,000) | P10253 | Potency, µM (titrated, usually from 76.4 µM), without a hit: at the top dose activity change, negative = inhibition, actives largely listed as inhibitors;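 also: 0% = full enzyme reaction and -100% = no-enzyme basal signal; the screen sought inhibitors and activators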
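Recombinant human alpha-glucosidase (4 nM final) hydrolysed bovine liver glycogen (30 ug) for 40 min at 37 C in pH 5.0 citrate/phosphate with 0.01% Tween-20. Released glucose detected by glucose oxidase/Amplex Red, Ex 573/Em 610 nm. Compounds up to 77 uM; AC50 from Hill fits.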
GAA inhib = inhibitors of human lysosomal alpha-glucosidase | P10253 | purified human GAA, 4-MU-alpha-glucoside fluorescence | Potency, µM (highest dose often 76.9 µM), for the others: top-dose activity change, negative = inhibition, usual class: inhibitors | actives 0.005% (n = 200,000) | AID 1466;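 also: plate controls were uninhibited enzyme wells for no effect and no-enzyme background for full effect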
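qHTS format, compound range up to 77 uM. Human lysosomal enzyme at 4 nM, 400 uM 4-MU glucoside substrate, pH 5.0, 20 min room temperature; fluorescence after alkaline stop gives activity normalized to controls.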
GAA spleen mod = lysosomal alpha-glucosidase (human) modulation; Potency, µM (top dose mostly 79.9 µM), for inactives: at the top dose activity change, negative = inhibition, most hits filed as inhibitors; human spleen homogenate, 4-MU-alpha-glucoside fluorescence; actives 0.006% (n = 240,000);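 also: 0% = enzyme with vehicle and -100% = no enzyme basal signal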
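Human spleen homogenate (1 ug) incubated with compounds and 1 mM 4-methylumbelliferyl-alpha-D-glucopyranoside in pH 5.0 citrate/phosphate buffer, 37 C, 40 min. Stopped at pH 10; 4-MU fluorescence (Ex 365/Em 440 nm); AC50 by Hill fit.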
The depositor's hits bear a star; ? = inconclusive; . = no result given; [ ] = remark or other dose. Unless noted, calls follow the shape of the dose curve; as a rule, active = well fitted curve in the direction sought with a large enough effect; inconclusive = small, poorly fitted or top-dose-only effect, or another doubt; inactive = no such curve, though single readings can be large; an effect the other way counts as inactive or inconclusive. Potency is read from the fitted curve at half-maximal effect. An excerpt; rates above refer to the full screens.

canonical_smiles	GoLoco inh red	GAA spleen mod	IMPase Li cell	HTT ATP protect	GAA glycogen	HTT aggregate	GAA inhib
COc1ccc(CNC(=O)CN2CCC(C(=O)c3ccc(OC)cc3)CC2)cc1	6.8%	-0.1%	-2.5%[38.3 µM]	-13.9%	8.1%	-13.5%	-7.9%
O=C(c1ccncc1)N1CCC2(CC1)CN(c1ccccc1)C2	-14.4%	0.0%	-12.5%	-15.5%	.	.	.
COc1cc(/C=N/Nc2nc(C)nc3c2cnn3-c2ccccc2)ccc1O	5.0%	-4.2%	19.8%	-56.0%	-28.8%	-12.5%	-9.1%
O=C(NCCCc1ccccc1)C1CC(=O)N(c2ccc3c(c2)OCCO3)C1 (centres undefined)	12.3%	2.1%	3.1%	9.1%[10 µM]	5.8%	11.8%	-2.0%
CC(C)(C)c1[nH]nc2c1C(C1C=CCCC1)C(C#N)=C(N)O2 (centres undefined)	-2.5%	-2.8%	19.8%[38.3 µM]	-1.5%	-8.2%	26.2%[9.22 µM]	-16.5%
OCC1N=C(c2ccccn2)OC1c1ccccc1 (centres undefined)	10.5%	-0.2%	-16.8%[38.3 µM]	-0.7%	-0.1%	7.5%	-5.8%
O=C(CN(Cc1cccs1)C(=O)CNS(=O)(=O)c1ccccc1)NC1CCCC1	10.8%	0.6%	-1.4%	.	9.6%	.	10.1%
Cc1cc(=O)[nH]c(N/N=C2/CCCC/C2=C\c2ccccc2)n1	2.9%	-4.4%	.	5.8%[10 µM]	?	-7.4%[9.22 µM]	.
Cc1cccc(-n2nnc(C(=O)NC3CCCc4ccccc43)c2N)c1 (centres undefined)	3.0%	-6.9%	-10.5%[38.3 µM]	-37.4%	-15.1%	?	1.3%
CCCCc1oc2c(c(=O)c1C)C(=O)CC(c1ccccc1)C2 (centres undefined)	7.2%	-4.6%	10.0%[38.3 µM]	-6.1%	11.7%	-5.7%	-11.2%
CCOC(=O)NC(Nc1ccc(C)cn1)(C(F)(F)F)C(F)(F)F	1.1%	-1.4%	13.9%[38.3 µM]	37.8%[10 µM]	6.5%	0.9%	-6.8%
Cc1ccc(Nc2cc(-n3nc(C)cc3C)ncn2)c(C)c1	-0.1%	1.0%	3.0%[38.3 µM]	-1.8%[10 µM]	2.4%	-20.7%	2.0%
O=c1c2ccccc2nnn1Cc1cccc2ccccc12	4.5%	-14.8%	6.3%	-36.0%[inhibitor][1.9 µM]	2.1%	7.3%[9.22 µM]	8.5%
CC(=O)NCCn1c(SCc2ccccc2C)nc2ccccc2c1=O	4.7%	-3.0%	4.6%[38.3 µM]	-15.1%	2.5%	-5.7%	-1.6%
CCC(=O)N1CCc2cc(S(=O)(=O)NC(CC(C)C)C(=O)N3CCc4ccccc43)ccc21 (centres undefined)	16.2%	2.3%	41.9%[activator][38.3 µM]	10.2%	-2.2%	-18.4%	1.3%
CC(=O)N1CCC(=NNS(=O)(=O)c2ccc(C)c([N+](=O)[O-])c2)CC1	-2.7%	-1.4%	-10.5%[38.3 µM]	-3.3%[10 µM]	3.0%	0.9%	5.8%
Fc1ccc(C2NC(=S)NC3=C2N2CCC3CC2)cc1 (centres undefined)	-2.6%	-3.4%	13.3%[38.3 µM]	0.4%	-10.1%	23.1%	1.7%
CCNc1nc2c(c(=O)n(Cc3ccccc3)c(=O)n2C)n1Cc1ccccc1	13.2%	8.3%	-20.8%[38.3 µM]	-27.1%[10 µM]	-3.0%	-31.2%	1.4%
CN(C)c1ncc(S(=O)(=O)c2ccccc2)c(N)n1	-9.9%	1.6%	4.5%	-7.7%[10 µM]	-5.4%	31.2%	4.2%
O=C1CCCc2c1nn(-c1ccccc1)[n+]2[O-]	-3.7%	-6.3%	14.2%[38.3 µM]	-1.5%	1.3%	5.2%	-7.3%
CC(C)CC(=O)NC(=S)NNC(=O)c1ccc(NC(=O)C2CCCCC2)cc1	3.1%	-7.7%	-2.1%	44.8%[10 µM]	16.2%	-28.1%	-7.5%
CCOC(=O)c1cnc(-c2ccccc2)nc1Oc1ccc(C)cc1	7.4%	6.6%	19.3%[38.3 µM]	-6.9%	1.2%	6.2%	0.5%
Cc1ccnc(Sc2ncccc2[N+](=O)[O-])n1	3.8%	-9.7%	26.0%[38.3 µM]	21.9%	-2.9%	10.6%	?
CCCCNCc1cc(Br)c(OCC(=O)N2CCOCC2)c(OC)c1	10.1%	-10.1%	-18.7%[38.3 µM]	20.6%	-1.0%	-9.8%	0.6%
O=C(Cc1ccccc1)NNC(=S)Nc1ccc(Cl)cc1	4.3%	2.1%	-14.9%	.	-1.3%	10.9%	-6.0%

One compound at a time, from the list above.
CCNc1nc2c(c(=O)n(Cc3ccccc3)c(=O)n2C)n1Cc1ccccc1 across the screens: GoLoco inh red: 13.2%; GAA spleen mod: 8.3%; IMPase Li cell: -20.8%[38.3 µM]; HTT ATP protect: -27.1%[10 µM]; GAA glycogen: -3.0%; HTT aggregate: -31.2%; GAA inhib: 1.4%
COc1cc(/C=N/Nc2nc(C)nc3c2cnn3-c2ccccc2)ccc1O across the screens: GoLoco inh red: 5.0%; GAA spleen mod: -4.2%; IMPase Li cell: 19.8%; HTT ATP protect: -56.0%; GAA glycogen: -28.8%; HTT aggregate: -12.5%; GAA inhib: -9.1%

(listing goes on)
canonical_smiles	GoLoco inh red	GAA spleen mod	IMPase Li cell	HTT ATP protect	GAA glycogen	HTT aggregate	GAA inhib
O=C(NNC(=O)c1cc2cc(Br)ccc2oc1=O)c1ccc(O)cc1O	34.8%[activator]	5.1%	0.3%	?	2.3%	35.5µM*	?
CCOC(=O)c1cn(CC(=O)Nc2ccc(C)cc2)nn1	-0.7%	0.7%	-3.3%[38.3 µM]	-38.9%	-0.4%	21.2%	1.6%
O=C(NCc1ccc2c(c1)OCO2)C1CCC(=O)N1C1CCCC1 (centres undefined)	9.3%	-0.9%	1.8%	-20.0%	-2.7%	11.8%	-5.5%
Cc1cccc(Cc2nnc(CCC(=O)N(CC3CC3)CC3CCCO3)o2)c1 (centres undefined)	1.2%	3.6%	-1.6%	8.1%[10 µM]	8.1%	-2.6%[9.22 µM]	0.4%
Cc1oc2nc(SCC(=O)N3CCCCC3)nc(N)c2c1C	10.7%	2.2%	2.4%	-21.2%[10 µM]	-11.3%	-13.5%	-15.0%
CN(Cc1ccccn1)Cc1nc(Cc2ccccc2Cl)no1	14.1%	-2.8%	6.7%	23.9%[10 µM]	11.8%	-12.1%[9.22 µM]	?
Cc1ccc(OCC(=O)n2nc(C)cc2C)c(Br)c1	1.9%	-7.2%	0.6%	-7.3%[10 µM]	-0.7%	-12.8%	2.3%
O=C(C1CCN(S(=O)(=O)c2cccnc2)CC1)N1CCN(C2CCCC2)CC1	-1.9%	-0.7%	42.8%[activator][38.3 µM]	10.8%	-18.2%	11.8%	-4.8%
c1coc(CNc2nc(N3CCCCC3)nc3ccccc23)c1	-15.7%	22.2%	24.3%	-29.3%[10 µM]	8.3%	17.9%	?
COC(=O)C(C)Sc1snnc1-c1ccccc1 (centres undefined)	-0.7%	2.4%	15.0%[38.3 µM]	23.0%	0.7%	-2.6%	8.9%
O=C(O)CCCc1ccc2ccc3ccccc3c2c1	7.0%[14.2 µM]	.	-0.2%	4.9%[10 µM]	.	.	.
CCNc1c(NCC)c(=O)c1=O	4.6%	2.9%	.	2.0%[10 µM]	2.7%	-6.2%[9.22 µM]	.
CC(=O)c1ccc(Nc2ccc(-c3ccccc3F)nn2)cc1	22.4%	.	16.4%	-127.2%[inhibitor]	7.0%	-4.1%	-6.2%
CC1CN(Cc2cnc(Cl)s2)CC(C)O1 (centres undefined)	4.9%	?	5.7%	-25.5%	-9.4%	-1.3%	1.7%
COc1ccc(CCN=C(N)C(C)c2ccccc2)cc1OC (centres undefined)	19.9%	3.8%	.	-1.9%[10 µM]	4.3%	-9.4%[9.22 µM]	-7.4%[15.4 µM]
O=C(Nc1ncc2c(n1)-c1ccccc1CC2)c1ccc(F)cc1	-2.3%	-8.6%	-0.2%[38.3 µM]	-23.2%	0.1%	?	8.3%
CC(=O)OCCCNc1cc(Sc2ccc(Cl)cc2)c2nonc2c1[N+](=O)[O-]	0.5%	-3.5%	28.2%	-4.1%[10 µM]	2.9%	-7.7%	-0.7%
NCCSc1nc2ccccc2s1	2.3%[14.2 µM]	.	1.9%	-1.1%[10 µM]	.	.	.
CS(=O)(=O)N(CC(=O)NCc1ccc2c(c1)OCO2)c1ccc(Cl)cc1	1.2%	-7.9%	7.3%[38.3 µM]	-4.5%[10 µM]	-7.7%	-0.7%	0.0%
C=CCNC(=O)/C(=C/c1ccco1)NC(=O)c1ccc(Br)o1	-6.8%	-4.9%	2.9%	-5.4%[10 µM]	-17.3%	2.7%	-2.0%
CCOc1ccc(NS(=O)(=O)c2ccc3[nH]cc(C(=O)NCC4CCCO4)c(=O)c3c2)cc1 (centres undefined)	-14.9%	7.1%	?	-45.4%[inhibitor][10 µM]	-2.0%	23.6%	-1.0%[15.4 µM]
Cc1ccc(-c2nc(C#N)c(N3CCCCC3)o2)cc1	5.0%	-10.1%	16.0%[38.3 µM]	-12.5%	6.8%	-2.2%	7.6%[15.4 µM]
c1ccc(CSc2nnc([C@@H]3CCCN3)o2)cc1	5.9%	-7.1%	-4.2%[38.3 µM]	-8.8%	-22.1%	-10.8%	1.6%
Cc1cc(C#N)c(C)c(SCc2[nH]nc3c2C(c2ccccc2)C(C#N)=C(N)O3)n1 (centres undefined)	11.8%	-3.4%	8.0%	8.6%[10 µM]	-24.0%	?	-2.0%
COc1cc(CNCCC2CCOC(C)(C)C2)ccc1O (centres undefined)	.	-0.5%	.	-8.0%	-2.0%	19.3%	0.8%
COc1ccccc1Oc1ccc(NC(=O)c2ccccc2C)cc1	5.1%	2.2%	11.4%	-14.4%	-0.8%	?	?
CC1=C(C)CC(C(=O)Nc2nc(-c3ccc(F)cc3)c(C)s2)C(C(=O)O)C1 (centres undefined)	3.9%	6.0%	-2.5%	-4.5%[10 µM]	1.4%	?	2.6%
